H1N1 NS1A inhibition: H1N1 influenza NS1A inhibitors, functional cell based assay (AID 504329) | NS1A functional cell-based assay, percent inhibition; higher % means a stronger effect | inhibition, % at 12.5 µM, or IC50 in µM where a hit was titrated | hit rate 0.3% among 340,000; in the data active = a potency from the dose series; inconclusive = inhibition above about 27% without an active follow-up result; note: strong numbers were not always called active
PhoP GFP inhibition: PhoP regulon inhibitors, Salmonella typhi PhoP promoter GFP reporter, confirmatory (AID 1850) | Salmonella Typhi PhoP-promoter GFP reporter, fluorescence, 4 h; higher % means a stronger effect | hit rate 0.33% among 310,000 | inhibition, % at 50 µM, or IC50 in µM where a hit was titrated; in the data active = a potency from the dose series; inconclusive = inhibition mostly from about 25% at the one dose, without a potency; inactive = the rest, 99 in 100 with inhibition below about 19%;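 note: 0% = induced wells with vehicle and 100% = uninduced wells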
inhibitors of VEEV: inhibitors of VEEV TC-83 cytopathic effect, confirmation, Vero cells (AID 588727). Vero cells, VEEV TC-83 cytopathic effect inhibition; higher % means a stronger effect. inhibition, % at 20 µM, or IC50 in µM where a hit was titrated. hit rate 0.13% among 350,000; in the data active = a potency from the dose series; inconclusive = inhibition mostly from about 14% at the one dose, without a potency; inactive = the rest, 99 in 100 with inhibition below about 12%; note: strong numbers were not always called active
H37Rv inhibition: M. tuberculosis growth inhibition, HTS (AID 449762); hit rate 0.59% among 330,000; M. tuberculosis H37Rv growth inhibition, 7H9 media; higher % means a stronger effect; inhibition, % at 25 µM, or IC50 in µM where a hit was titrated; in the data active = a potency from the dose series; inconclusive = inhibition above about 70% without an active follow-up result;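 note: bacterial growth assessed after seven days of incubation; strong numbers were not always called active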
M. tuberculosis: growth inhibition of non-replicating M. tuberculosis (AID 488890). inhibition, % at 25 µM; hits with a dose series show IC50 in µM. Mycobacterium tuberculosis non-replicating, growth inhibition; higher % means a stronger effect. hit rate 0.39% among 320,000; in the data active = a potency from the dose series; inconclusive = inhibition mostly from about 82% at the one dose, without a potency; inactive = the rest, 99 in 100 with inhibition below about 76%;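 note: plate controls were DMSO cells for no effect and high antibiotic wells for full effect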
inhibitors of VEEV 10K pilot screen: also measured in inhibitors of VEEV; calls as there; inhibition, %; measured here: 10K pilot screen inhibition
Active calls of the source: *; i = inactive; ? = inconclusive; . = not tested or not shown.

SMILES | H1N1 NS1A inhibition | PhoP GFP inhibition | inhibitors of VEEV | H37Rv inhibition | M. tuberculosis | others
Cc1ccc2c(c1)C(=O)C(=O)N2CC(=O)Nc1ccccc1NC(=O)c1ccccn1 | 12% | 4% | 0.4% | 2% | -16%
COC(=O)CSC(C(=O)Nc1ccc(C)c(C)c1)c1ccccc1 (stereo unspecified) | 0% | -2% | 3.3% | 11% | 16%
COc1ccc(-c2cc(C(=O)Nc3c(C)n(C)n(-c4ccccc4)c3=O)no2)cc1 | -5% | 1% | 4.2% | 5% | 41%
NC(=O)c1ccc(NC(=O)CN2CCN(S(=O)(=O)c3ccc4ccccc4c3)CC2)cc1 | -2% | . | 1.2% | -5% | 10%
O=C(NCCCN1CCCC1=O)c1ccc(NS(=O)(=O)c2ccc(F)cc2)cc1 | -18% | . | i | 2% | 7%
CC(C)CNc1nc(Oc2ccc(=O)[nH]n2)nc(N2CCOCC2)n1 | -1% | 5% | 0.5% | -4% | -4%
COc1ccccc1NC(=O)c1ccc(S(=O)(=O)N(C)c2ccccc2)cc1 | 9% | . | 9.6% | -6% | 8%
COC(=O)Cn1cc([N+](=O)[O-])nc1C | -16% | -10% | 1.0% | -5% | -8%
COc1cc(O)c(C(CCN2CCCC(C)C2)c2ccc3c(c2)OCO3)c(OC)c1 (stereo unspecified) | 17% | 1% | i | -8% | 38%
COc1ccccc1NC(=O)c1cn(CCC#N)nc1-c1cccc(Cl)c1 | 0% | 3% | 0.5% | 6% | 1%
CCOC(=O)[C@@H]1[C@H]2COc3cc(OC)ccc3[C@@H]2N2C(=O)N(c3cccc(Cl)c3)C(=O)[C@]12C | 1% | 13% | 2.9% | 3% | 19%
CN1CCC[C@H]1CCNc1ccc2c(=O)c3ccccc3n(C)c2c1 | -8% | . | 6.1% | . | .
CC1Cc2ccccc2N1C(=O)CSc1nc2ccccc2s1 (stereo unspecified) | 2% | -6% | 0.0% | 2% | 51%
CCn1c2ccccc2c2cc(NC(=O)COC(=O)c3ccccc3F)ccc21 | 0% | -4% | 1.5% | 3% | -9%
CCOC(=O)c1c(C)[nH]c(C)c1C(=O)CSc1nnc(-c2ccncc2)n1Cc1ccccc1 | -6% | -5% | 7.8% | -1% | 31%
COc1ccccc1CNC(=O)COc1cccc(-n2cnnn2)c1 | -14% | -1% | 3.4% | 0% | -7%
Cc1nc(CS(=O)(=O)c2ccc(Cl)cc2)cc(N2CCOCC2)n1 | 4% | -3% | i | -7% | 1%
COc1ccc(S(=O)(=O)Nc2ccc(NC(C)=O)cc2)cc1[N+](=O)[O-] | 10% | 3% | 0.1% | 1% | 6%
CC(C)N1C(=O)CC(Nc2ccc(N3CCOCC3)cc2)C1=O (stereo unspecified) | -6% | -10% | 1.7% | 14% | 15%
COc1ccc(-c2ccc3oc(-c4ccc(OC)cc4)c(-c4cc(OC)c(OC)c(OC)c4)c3c2)cc1 | -1% | 15% | 0.9% | 15% | 10%
Cc1cc(C(=O)N2CCCC(N3CCN(c4cccc(Cl)c4)CC3)C2)no1 (stereo unspecified) | -9% | 12% | 0.6% | 5% | 20%
COc1ccc(/C=C2/C(=O)N=C3SCCN32)cc1 | 4% | 4% | 1.3% | 1% | -1% | inhibitors of VEEV 10K pilot screen=0.1
CCOC(=O)c1ncn2c1CN(C)C(=O)c1cc(F)ccc1-2 | -5% | -2% | 0.4% | -7% | -1%
Cc1nc2ccccn2c1/C(O)=C1\C(=O)C(=O)N(CCN2CCOCC2)C1c1cccs1 (stereo unspecified) | 19% | -8% | i | -8% | 4%
CCn1c(C(=O)O)c(CC(=O)Nc2cccc(C(F)(F)F)c2)c2ccccc21 | -6% | -6% | 2.1% | 6% | 9%
Cc1ccc(NC(=O)C(=O)NCCN2CCN(S(C)(=O)=O)CC2)cc1C | -4% | 1% | 1.5% | -2% | 7%
Cc1cccc(Cc2c(C)[nH]c(=O)c(C#N)c2C)c1 | -9% | -5% | 1.1% | 0% | -13%
CCN1CCN(C(c2cccs2)C(C)NC(=O)c2cccc(OC)c2OC)CC1 (stereo unspecified) | 4% | 1% | i | 8% | 40%
CCCCOc1ccc(C(=O)N(C)CC(=O)Nc2ccc(C)cc2)cc1 | -4% | 5% | 1.7% | 2% | 5%
Cc1cc(OCCN2CCOCC2)ccc1[N+](=O)[O-] | 7% | 2% | 0.8% | -5% | -2%
N/C(COc1ccc(C(=O)O)cc1)=N\O | -6% | 3% | 0.5% | -2% | -13%
CCN(CC)S(=O)(=O)c1ccc2c(c1)N(CC(=O)NCC1CCCO1)C(=O)CO2 (stereo unspecified) | 2% | 5% | 0.3% | 4% | -7%
CC1CC(OP(O)(=S)c2ccc(N(C)C)cc2NC(=O)c2cccs2)CC(C)(C)C1 (stereo unspecified) | 3% | 2% | 1.6% | 6% | 66%
COc1cc(Cl)c(NS(=O)(=O)c2ccc(-c3ccc(=O)[nH]n3)o2)c(OC)c1 | 0% | -6% | 2.4% | -3% | -1%
C=CCOC(=O)C1=C(C)NC(C)=C(C(=O)OCC=C)C1c1ccc(O)cc1 | -22% | 0% | i | 1% | 31%
Cc1ccc2[nH]c(O)c(N=O)c2c1 | 2% | -33% | i | -4% | 0%
COc1cc(S(=O)(=O)N2CCN(C(=O)c3ccccc3F)CC2)c(OC)cc1NC(C)=O | -9% | . | 7.2% | . | .
CS(=O)(=O)c1ccc(Cl)c(NC(=O)CSc2nnc(C3CC3)n2C2CC2)c1 | -11% | . | 1.3% | -6% | 9%
CCc1ccc(C(O)(CC(C)C)C(CN2CCOCC2)c2ccccc2)cc1 (stereo unspecified) | 18% | 4% | 1.7% | -3% | 3%
Cc1cccc2cc(CN(C(=O)c3cnccn3)C3CCCCC3)c(Cl)nc12 | -18% | 7% | i | 5% | 12%

3 entries from above, ordered by heavy-atom count, smallest number first:
SMILES | H1N1 NS1A inhibition | PhoP GFP inhibition | inhibitors of VEEV | H37Rv inhibition | M. tuberculosis | others
CS(=O)(=O)c1ccc(Cl)c(NC(=O)CSc2nnc(C3CC3)n2C2CC2)c1 | -11% | . | 1.3% | -6% | 9%
CCn1c(C(=O)O)c(CC(=O)Nc2cccc(C(F)(F)F)c2)c2ccccc21 | -6% | -6% | 2.1% | 6% | 9%
Cc1nc2ccccn2c1/C(O)=C1\C(=O)C(=O)N(CCN2CCOCC2)C1c1cccs1 (stereo unspecified) | 19% | -8% | i | -8% | 4%

Structures listed so far that have fluorine:
SMILES | H1N1 NS1A inhibition | PhoP GFP inhibition | inhibitors of VEEV | H37Rv inhibition | M. tuberculosis | others
O=C(NCCCN1CCCC1=O)c1ccc(NS(=O)(=O)c2ccc(F)cc2)cc1 | -18% | . | i | 2% | 7%
CCn1c2ccccc2c2cc(NC(=O)COC(=O)c3ccccc3F)ccc21 | 0% | -4% | 1.5% | 3% | -9%
CCOC(=O)c1ncn2c1CN(C)C(=O)c1cc(F)ccc1-2 | -5% | -2% | 0.4% | -7% | -1%
CCn1c(C(=O)O)c(CC(=O)Nc2cccc(C(F)(F)F)c2)c2ccccc21 | -6% | -6% | 2.1% | 6% | 9%
COc1cc(S(=O)(=O)N2CCN(C(=O)c3ccccc3F)CC2)c(OC)cc1NC(C)=O | -9% | . | 7.2% | . | .

(next part)
SMILES | H1N1 NS1A inhibition | PhoP GFP inhibition | inhibitors of VEEV | H37Rv inhibition | M. tuberculosis | others
Cc1cccc2sc(NNC(=O)c3cc(-c4cccs4)nc4ccccc34)nc12 | -4% | 11% | 23% | -1% | .
Nc1n[nH]c(N)c1N=Nc1ccc(Cl)cc1Cl | 13% | -12% | 0.0% | 58% | 1%
COC(=O)c1ccc2c(=O)n(CCCCCC(=O)NC(C)C)c(=O)[nH]c2c1 | 8% | 5% | 0.1% | -8% | 2%
CCCc1nc2ccccc2c(=O)n1CC(=O)c1ccc(F)cc1 | 17% | 4% | i | 7% | -5%
O=C(c1ccco1)N(Cc1ccccc1)c1cccc([N+](=O)[O-])c1 | 9% | -1% | i | -2% | 10%
CCOC(=O)c1c(S(=O)(=O)NCC(=O)NCc2cccc(C)c2)c(C)n(C)c1C | -3% | 6% | 0.9% | 5% | 0%
COC(=O)c1sc2ncccc2c1OCc1ccccc1Cl | -3% | -5% | i | -7% | 22% | inhibitors of VEEV 10K pilot screen=1.6
O=C(COC(=O)c1ccc(=O)n(Cc2ccccc2)n1)Nc1ccc2c(c1)OCCO2 | 13% | 13% | 0.5% | 3% | 25%
COc1ccc(NC(=O)CSc2nccn2-c2cccc(OC)c2)cc1 | 2% | 1% | 2.8% | -3% | 7%
Cc1ccc(CNC(=O)C(=O)NCC2CCCN2S(=O)(=O)c2cc(C)ccc2C)cc1 (stereo unspecified) | -13% | 2% | 2.0% | 10% | 15%
C=CCN(C(=O)CNC(=O)c1ccco1)C(C(=O)NC1CCCC1)c1cccs1 (stereo unspecified) | 0% | -1% | 0.6% | 2% | 11%
COc1ccc(CNCCc2ccc(Cl)cc2)c(OC)c1OC | 0% | 0% | 6.0% | 3% | 28%
CCOC(=O)c1nc(S(C)(=O)=O)ncc1N1CCOCC1 | -4% | -7% | 1.1% | 9% | -1%
C=CCN1CCN(C(=O)CCc2ccccc2)CC1 | -1% | -1% | 0.7% | 4% | 66%
Cn1c(=O)c2c(SCC(=O)NCCc3ccccc3)nc(C3CC3)nc2n(C)c1=O | . | 5% | . | 3% | -5%
C=CC(=C)CC(NC)c1ccccc1 (stereo unspecified) | -1% | -13% | 0.3% | 4% | 38%
COc1cc(/C=C(\C#N)c2nc3ccccc3[nH]2)cc(Br)c1OCc1ccccc1 | -1% | 4% | 6.4% | 61% | 4%
Nc1c(Cl)ncnc1NCCc1ccc(O)cc1 | -31% | -4% | 1.3% | -4% | 17%
O=C(NC1CCN(Cc2ccccc2)CC1)C1CCN(S(=O)(=O)c2cccc3nsnc23)CC1 | 3% | 4% | 0.0% | -6% | -19%
COCCNC(=O)c1ccc(N2CCCCC2)c(NS(=O)(=O)c2ccc(C)cc2)c1 | 0% | -3% | i | 0% | -10%
CCC(=O)NC(=S)Nc1ccc(NC(=O)c2ccc(Br)o2)cc1 | 4% | 3% | 1.1% | ? | ?
C#Cc1ccc([C@H]2C=C(C(=O)NCc3ccccc3)O[C@@H](OCC)[C@@H]2CCCO)cc1 | -4% | 4% | 3.3% | 16% | 27%
COc1ccc(OCCCc2c(C)n[nH]c2C)cc1 | -15% | -7% | 2.8% | 40% | -14%
N#Cc1c(Nc2ccccc2)c(/C=N/N=C/c2ccccc2)c[nH]c1=O | 0% | -8% | 1.0% | 2% | -5%
COc1ccc([N+](=O)[O-])cc1NC(=O)C(C)Sc1ccccc1 (stereo unspecified) | 6% | 5% | 6.7% | -4% | 2%
COc1ccc(C=O)c2[nH]c3c(Cl)ncnc3c12 | -22% | . | 1.2% | . | .
CS(=O)(=O)N1CCN(c2ccc([N+](=O)[O-])c(N3CCOCC3)c2)CC1 | 25% | -15% | 0.5% | 0% | 7%
Cc1ccc(NC(=O)COC(=O)c2ccc(CN3CCCC3=O)cc2)c(Cl)c1 | -17% | . | 1.6% | 3% | 22%
CCS(=O)(=O)c1nc(S(=O)(=O)c2ccc(C)cc2)c(N2CCN(C)CC2)s1 | 3% | 1% | 2.0% | -5% | -9%
CS(=O)(=O)N(Cc1ccc(Cl)cc1)c1ccc(C(=O)N/N=C/c2cc3ccccc3nc2Cl)cc1 | 0% | -1% | 1.4% | -4% | 13%
COc1ccccc1NC(=O)c1ccccc1N(Cc1ccccc1)S(C)(=O)=O | -5% | -8% | i | 0% | 17%
CCOC(=O)c1ccc(NC(=O)N2CCCCCC2)cc1 | -8% | -11% | 5.7% | -5% | 14%
O=C(Nc1csc([N+](=O)[O-])c1)Nc1c(Cl)cccc1Cl | -18% | 1% | i | 5% | 9%
O=C(NCc1ccco1)c1c[nH]c2ccc(S(=O)(=O)N3CCOCC3)cc2c1=O | 18% | . | 2.0% | . | .
O=C(COC(=O)C12CC3CC(CC(O)(C3)C1)C2)Nc1ccc(Cl)cc1F | 3% | . | 1.1% | -8% | -3%
Cc1ccc(C(=O)/C=C/Nc2ccccc2C(N)=O)o1 | -5% | -6% | 3.8% | 1% | -11%
C[C@@H](O)C1NC(=O)[C@H](CCCCN)NC(=O)c2cc([N+](=O)[O-])cc(I)c2NCCC[C@@H](C(N)=O)NC1=O (stereo partly specified) | 1% | -2% | 0.3% | -4% | 57%
CC1CCC2(CC1)NC(=O)N(CC(=O)NC1CCCCC1C)C2=O (stereo unspecified) | -2% | . | i | 5% | -5%
O=C(NC1CONC1=O)OCC(Cl)(Cl)Cl (stereo unspecified) | 5% | -5% | i | 8% | -14%
O=C(NCc1ccco1)C1CCCCN1S(=O)(=O)c1ccc(F)cc1 (stereo unspecified) | -7% | -9% | 0.6% | -6% | 17%

Compound activity as filed in PubChem BioAssay.
